PP5 primary: PP5 phosphatase inhibitors, primary screen, biochemical, fluorescence; Serine/threonine-protein phosphatase 5 (Homo sapiens), P53041; purified PP5c, OMFP substrate fluorescence; inhibition, % at 6.7 µM; 320,000 compounds, 0.18% hits;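 active means inhibition above the campaign's mean inhibition across all tested compounds plus 3 SD, cut at about 9.5% in these data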;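 further: 0% = DMSO only and 100% = 100 µM cantharidin control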
Target sequence (P53041 whole entry, looked up): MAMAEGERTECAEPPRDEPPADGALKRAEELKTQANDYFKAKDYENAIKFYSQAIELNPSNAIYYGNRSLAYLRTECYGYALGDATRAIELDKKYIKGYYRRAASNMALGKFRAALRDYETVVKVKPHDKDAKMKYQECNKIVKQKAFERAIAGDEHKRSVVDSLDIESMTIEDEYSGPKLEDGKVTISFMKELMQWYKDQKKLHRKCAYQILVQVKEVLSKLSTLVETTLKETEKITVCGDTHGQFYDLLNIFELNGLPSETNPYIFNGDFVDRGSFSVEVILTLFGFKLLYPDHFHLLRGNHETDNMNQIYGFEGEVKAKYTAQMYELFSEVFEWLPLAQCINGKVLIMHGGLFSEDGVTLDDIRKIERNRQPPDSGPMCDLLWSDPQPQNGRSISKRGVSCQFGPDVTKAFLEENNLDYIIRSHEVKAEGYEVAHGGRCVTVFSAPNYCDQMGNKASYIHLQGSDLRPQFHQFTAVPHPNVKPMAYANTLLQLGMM
Efflux pump mplx: inhibitors of Candida efflux pumps in yeast, primary screen, S. cerevisiae, Nile Red, multiplex; inhibition, % at 10 µM; 330,000 compounds, 0.44% hits; S. cerevisiae Candida pump triplex;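 active means plate passing quality check with inhibition over a set limit, or well fluorescence over plate mean plus 4 SD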;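 further: Nile Red retained in pooled yeast measured as flow cytometry median fluorescence; 0% = buffer negative control and 100% = Enniatin B positive control; higher means more Nile Red kept so more efflux inhibition; some compounds called inactive have numbers as strong as hits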
LYPLA2 counter: LYPLA2 inhibitors, primary screen, counter-screen for PME1 inhibitor project, biochemical, fluorescence polarization, FP-Rh probe ABPP; 320,000 compounds, 0.38% hits; inhibition, % at 5.9 µM; AID 2177, 2009; Acyl-protein thioesterase 2 (Homo sapiens), O95372; recombinant LYPLA2;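 active means inhibition above the screen-wide mean plus 3 SD, limit set per campaign, cut at about 26% in these data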;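 further: 0% = LYPLA2 with DMSO and 100% = wells lacking LYPLA2 enzyme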
Target sequence (O95372 whole entry, looked up): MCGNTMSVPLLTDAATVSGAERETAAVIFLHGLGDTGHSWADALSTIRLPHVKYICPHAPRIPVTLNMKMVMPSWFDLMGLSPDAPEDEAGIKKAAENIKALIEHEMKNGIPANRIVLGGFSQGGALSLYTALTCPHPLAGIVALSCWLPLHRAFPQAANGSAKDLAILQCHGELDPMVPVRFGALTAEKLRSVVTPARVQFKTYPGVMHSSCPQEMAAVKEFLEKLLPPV
core dimer inh: inhibitors of HCV core protein dimerization, primary screen, biochemical, TR-FRET, high-throughput | inhibition, % at 5 µM | 300,000 compounds, 0.33% hits | TR-FRET GST/Flag-core106 dimerization, 1536-well;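 active means inhibition above the mean of all tested compounds plus 3 SD, set per screening campaign, cut at about 45% in these data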
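assay system = GST-tagged and Flag-tagged HCV core protein residues 1-106 | controls = unlabelled core106 and no-GST-core106 wells | incubation = compound-protein-antibody incubation 4 h at 22.5 °C | probe or stimulus = Eu donor and XL665 acceptor anti-tag antibodies | read-out = % inhibition based on acceptor/donor emission ratio | signal = TR-FRET 671 and 617 nm emission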
CTSL1 counter: Fasciola hepatica cathepsin L1 inhibitors, primary screen, counter-screen for PFM18AAP inhibitor project, biochemical, QFRET, fluorogenic peptide substrate; inhibition, % at 5.96 µM; 300,000 compounds, 0.49% hits; recombinant F. hepatica cathepsin L1, Z-Leu-Arg-MCA fluorescence;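 active means inhibition above the mean of all tested compounds plus 3 SD, set per screening campaign, cut at about 17% in these data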;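 further: 0% = plate median of test compound wells and 100% = 1 µM Z-Phe-Ala-diazomethylketone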
TPT1 inhibitor: Candida albicans TPT1 enzyme inhibitors, primary screen, biochemical, fluorescence polarization | tRNA 2'-phosphotransferase TPT1 (Candida albicans SC5314) | recombinant caTPT1, FP RNA substrate dephosphorylation | inhibition, % at 5 µM | 300,000 compounds, 0.81% hits | AID 1962, 2009;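 active means inhibition above the mean of all tested compounds plus 3 SD, set per screening campaign, cut at about 24% in these data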;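 further: plate controls were DMSO alone for no effect and ferristatin control at 100 nM for full effect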
JMJD2C inh: inhibitors of GASC-1 histone demethylase, primary screen, biochemical, fluorescence, DELFIA europium; GST-JMJD2C(1-420) H3K9me3 demethylation; inhibition, % at 2.35 µM; 330,000 compounds, 0.069% hits; AID 2099, 2009;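 active means more than half of a compound's replicate wells show inhibition beyond 50%, single wells judged on their own value; inconclusive means some, but no more than half, of replicates pass 50% inhibition; inactive means no replicate passes 50% inhibition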;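 further: signal counts dimethyl H3K9 product captured on neutravidin plate; 0% = median of DMSO wells and 100% = 0.3 times that DMSO median; strong numbers were not always called active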
PP1 counter: PP1-alpha phosphatase inhibitors, primary screen, counter-screen for PP5 inhibitor project, biochemical, fluorescence, OMFP substrate, single point | purified PP1alpha | 320,000 compounds, 0.9% hits | inhibition, % at 6.7 µM | AID 2235, 2010;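 active means inhibition above the mean inhibition of all tested compounds plus 3 SD, computed separately for each screening campaign, cut at about 15% in these data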
Target sequence (P62136 whole entry, looked up): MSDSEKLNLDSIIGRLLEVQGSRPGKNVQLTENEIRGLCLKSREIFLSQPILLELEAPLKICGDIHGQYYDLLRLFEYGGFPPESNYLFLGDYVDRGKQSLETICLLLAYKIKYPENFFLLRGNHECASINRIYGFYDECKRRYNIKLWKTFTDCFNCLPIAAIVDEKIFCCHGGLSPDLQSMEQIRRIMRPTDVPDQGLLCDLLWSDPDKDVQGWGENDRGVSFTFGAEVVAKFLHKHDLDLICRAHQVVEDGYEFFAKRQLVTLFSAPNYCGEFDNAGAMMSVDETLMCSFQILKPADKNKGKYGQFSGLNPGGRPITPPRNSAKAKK
PREPL inh: PREPL enzyme inhibitors, primary screen, biochemical, fluorescence polarization; Prolyl endopeptidase-like (Homo sapiens), Q4J6C6; recombinant PREPL, fluorescence polarization activity-based probe; inhibition, % at 5.96 µM; 320,000 compounds, 0.68% hits; AID 2751, 2010; in the data active means inhibition above about 43%;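 further: 0% = enzyme with DMSO and 100% = wells lacking enzyme; many of its hits are not listed in these tables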
Starred values were filed as active, the others as inactive; ? = inconclusive; . = no result given.

SMILES	PP5 primary	Efflux pump mplx	LYPLA2 counter	core dimer inh	CTSL1 counter	TPT1 inhibitor	JMJD2C inh	PP1 counter	PREPL inh
COc1cc2c(cc1OC)C(C(=O)NCCC(C)C)C1CCCCN1C2=O (configuration not stated)	-0.7	-0.2	-5	-2	-2	3	-10	3	-4
Cc1cc(Cl)ccc1OCC(=O)N1CCN(C)CC1	1.2	-0.1	6	3	-2	2	2	-2	-1
NCCc1c(Cc2ccccc2)[nH]c2ccccc12	0.0	0.0	0	2	1	-4	22	-1	19
CCC(C)C(=O)N[C@@H](c1ccccc1)[C@@H](O)C(=O)O[C@H]1C[C@@]2(O)[C@@H](OC(=O)c3ccccc3)C3[C@](C)(C(=O)[C@H](OC(C)=O)C(=C1C)C2(C)C)[C@@H](O)C[C@H]1OC[C@@]31OC(C)=O (some centres not stated)	1.8	0.5	0	-4	-2	-5	-2	-2	9
COC(=O)C1=C(c2cccc(OCc3ccccc3)c2)C[C@@H]2CC[C@H]1N2C(=O)NCc1cccc(C(F)(F)F)c1	4.6	-0.5	-14	.	.	.	3	12	-17
O=C1NC(=S)N(C2CC2)C(=O)/C1=C/c1ccc2c(c1)CCN2CCCCl	-1.3	0.0	2	35	1	14	37	-4	2
COc1ccc(-n2c(/C=C3/C(=O)Nc4ccccc43)nc3ccccc3c2=O)cc1	0.5	-0.1	3	7	-1	-2	9	0	0
COC(=O)C1=C(c2ccc(S(C)(=O)=O)cc2)C[C@@H]2CC[C@H]1N2C	1.8	-0.2	5	.	.	.	-1	-2	-1
COC(=O)C(Cc1ccc(N(CCCl)CCCl)cc1)N=Cc1ccccc1O (configuration not stated)	2.1	-0.1	9	-10	-1	3	6	-2	0
O=C(CNC1CCCCC1)N1CCC2(CC1)OCCO2	0.1	0.2	-10	-8	0	4	-4	-4	-5
CC(=O)OC[C@]12CCC(C)=C[C@H]1O[C@@H]1[C@H](O)[C@@H](OC(C)=O)[C@@]2(C)[C@]12CO2	1.3	-0.2	0	-1	-4	-3	.	-3	-20
Nc1cc(C(=O)Nc2ccc(Cl)cc2)ccc1N1CC2CC(C1)c1cccc(=O)n1C2 (configuration not stated)	4.1	0.3	-5	2	-3	0	-23	0	7
O=C(CNC(=O)c1ccccc1Cl)Nc1ccc(Br)cc1C(=O)c1ccccc1	0.6	0.0	6	5	3	-2	-10	0	9
Brc1cc2c(cc1CN1CCN(c3ccccc3)CC1)OCCO2	0.6	-0.4	6	-1	-2	-3	-2	-1	-5
CCc1nc2ccc(Br)cc2c(=O)n1-c1ccccc1C(F)(F)F	4.2	0.3	2	1	0	1	-10	3	-9
Cc1ccnc(-n2c(-c3ccco3)nc3ccccc3c2=O)c1	2.5	0.0	0	-3	-2	1	3	-3	14
COc1cc(CC(C)N)c(OC)cc1I (configuration not stated)	-3.9	-0.1	-3	10	-3	0	-22	-2	-4
COc1ccc(C(=O)c2nc3ccccc3n2C(C)C)cc1OC	1.6	-0.1	5	1	0	-2	2	1	-8
CC(C)n1cc(C(=O)N(CC(=O)NC(C)(C)C)Cc2ccccc2)cn1	-2.4	-0.1	2	-8	5	1	6	3	3
O=C1/C(=C\c2ccccc2)C2OCC=C3CN4CCC56c7ccccc7N1C5C2C3CC46 (configuration not stated)	-0.8	0.2	1	-6	8	-3	-1	6	0

Shown as labelled records: part of the list above.
COC(=O)C(Cc1ccc(N(CCCl)CCCl)cc1)N=Cc1ccccc1O (configuration not stated)
  PP5 primary: 2.1; Efflux pump mplx: -0.1; LYPLA2 counter: 9; core dimer inh: -10; CTSL1 counter: -1; TPT1 inhibitor: 3; JMJD2C inh: 6; PP1 counter: -2; PREPL inh: 0

CCC(C)C(=O)N[C@@H](c1ccccc1)[C@@H](O)C(=O)O[C@H]1C[C@@]2(O)[C@@H](OC(=O)c3ccccc3)C3[C@](C)(C(=O)[C@H](OC(C)=O)C(=C1C)C2(C)C)[C@@H](O)C[C@H]1OC[C@@]31OC(C)=O (some centres not stated)
  PP5 primary: 1.8; Efflux pump mplx: 0.5; LYPLA2 counter: 0; core dimer inh: -4; CTSL1 counter: -2; TPT1 inhibitor: -5; JMJD2C inh: -2; PP1 counter: -2; PREPL inh: 9

Cc1cc(Cl)ccc1OCC(=O)N1CCN(C)CC1
  PP5 primary: 1.2; Efflux pump mplx: -0.1; LYPLA2 counter: 6; core dimer inh: 3; CTSL1 counter: -2; TPT1 inhibitor: 2; JMJD2C inh: 2; PP1 counter: -2; PREPL inh: -1

Continuation.
SMILES	PP5 primary	Efflux pump mplx	LYPLA2 counter	core dimer inh	CTSL1 counter	TPT1 inhibitor	JMJD2C inh	PP1 counter	PREPL inh
CC(=O)O[C@@H]1/C=C/[C@](C)(O)C[C@@H](C)C/C=C/[C@H]2[C@@H]3O[C@]3(C)[C@@H](C)[C@H]3[C@H](Cc4ccccc4)NC(=O)[C@@]312	0.5	0.1	-3	-7	3	2	1	-5	8
O=C(N/N=C/c1c(O)n(CCc2ccccc2)c(=O)[nH]c1=O)c1ccccc1O	0.6	-0.1	4	1	8	38*	-1	5	18
COc1cccc(CNCCc2c[nH]c3ccccc23)c1OC	-0.3	-0.2	0	-5	-2	-1	-4	-2	-27
CCOC(=O)c1c(C)n(CCN2CCN(C)CC2)c2ccc(OC)cc12	1.8	-0.1	-7	-1	1	-4	-5	1	3
CC(c1ccccc1)[n+]1ccccc1 (configuration not stated)	0.5	0.0	-1	-13	0	0	1	-1	14
Cc1ccc(CN2CCCC(C(=O)c3ccc4c(c3)OCO4)C2)cc1C (configuration not stated)	0.4	-0.1	1	4	1	-3	-3	-4	-14
CN(C(=O)CNC(=O)OCc1ccccc1)c1ccc(Br)cc1C(=O)c1ccccc1Cl	2.6	-0.1	-2	16	3	1	33	3	4
O=C(CN1CC=C(c2ccccc2)CC1)Nc1cc(Cl)ccc1Cl	0.3	-0.1	-2	-6	2	-2	2	1	7
COc1ccc(OC)c(/C=N/OC(=O)Nc2ccc(Cl)cc2)c1	2.6	0.2	-6	5	2	-1	-12	-2	-4
CCC1(OC(=O)c2ccccc2)CC(C)N(C)CC1C (configuration not stated)	1.5	0.3	-4	0	5	1	-8	-1	-5

Complete entries, quoted from the list. Values in the order: PP5 primary | Efflux pump mplx | LYPLA2 counter | core dimer inh | CTSL1 counter | TPT1 inhibitor | JMJD2C inh | PP1 counter | PREPL inh
CCOC(=O)c1c(C)n(CCN2CCN(C)CC2)c2ccc(OC)cc12 is entered as 1.8 | -0.1 | -7 | -1 | 1 | -4 | -5 | 1 | 3
CC(=O)O[C@@H]1/C=C/[C@](C)(O)C[C@@H](C)C/C=C/[C@H]2[C@@H]3O[C@]3(C)[C@@H](C)[C@H]3[C@H](Cc4ccccc4)NC(=O)[C@@]312 is entered as 0.5 | 0.1 | -3 | -7 | 3 | 2 | 1 | -5 | 8
CCC1(OC(=O)c2ccccc2)CC(C)N(C)CC1C (configuration not stated) is entered as 1.5 | 0.3 | -4 | 0 | 5 | 1 | -8 | -1 | -5
CC(c1ccccc1)[n+]1ccccc1 (configuration not stated) is entered as 0.5 | 0.0 | -1 | -13 | 0 | 0 | 1 | -1 | 14
O=C(CN1CC=C(c2ccccc2)CC1)Nc1cc(Cl)ccc1Cl is entered as 0.3 | -0.1 | -2 | -6 | 2 | -2 | 2 | 1 | 7

Additional structures follow:
SMILES	PP5 primary	Efflux pump mplx	LYPLA2 counter	core dimer inh	CTSL1 counter	TPT1 inhibitor	JMJD2C inh	PP1 counter	PREPL inh
CC(=O)c1ccc(OC(NC(=O)c2ccco2)C(Cl)(Cl)Cl)cc1 (configuration not stated)	0.2	0.1	4	1	4	0	78	-5	11
CCCCn1c(=O)c(C(=O)Nc2ccccc2F)c(O)c2ccccc21	0.4	0.2	-2	-3	-5	0	-4	1	-6
CNC(=O)c1cccn(Cc2cccc(C(F)(F)F)c2)c1=O	0.6	-0.1	1	2	-1	0	3	-1	-3
O=C1CN=C(c2cccc(Br)c2)c2cc(Br)ccc2N1	-0.5	-0.1	12	-1	8	-1	5	0	-10
CN1C(=O)c2ccccc2Sc2ccc(C(=O)N3CCC4(CC3)OCCO4)cc21	-0.7	0.4	3	-2	-5	-1	-2	-2	1
COc1ccccc1[As](=O)(O)CC(O)COc1ccc(Cl)cc1Cl (configuration not stated)	-2.5	-0.2	-2	-1	8	3	3	2	3
O=C(/C=C/c1ccccc1)NCCc1cnc[nH]1	3.8	0.0	0	7	3	-5	2	-1	-3
COC(=O)CN1C(=O)CN=C(c2ccccc2Cl)c2cc(Br)ccc21	2.4	0.2	-6	-2	0	-3	10	-2	15
COC1=CC=C2[C@H]3Cc4ccc(OC)c5c4[C@@]2(CCN3C)[C@H]1O5	1.5	0.0	3	-4	7	1	-7	-3	14
O=C1NC(=O)N(c2ccc3c(c2)OCO3)C(=O)/C1=C/c1ccc(N2CCCCC2)o1	3.9	-0.4	-3	-26	5	132*	10	5	14
C[C@@]12N[C@@H](Cc3ccccc31)c1ccccc12	-1.6	-0.1	-3	5	6	1	2	-1	5
COc1cc2[nH]c(C(=O)N3CCC4(CC3)OCCO4)cc2c(OC)c1OC	0.1	-0.2	3	0	3	0	?	-4	2
Cc1c2cnn(CC(=O)N3CCC4(CC3)OCCO4)c(=O)c2c(C)n1Cc1ccccc1Cl	0.9	0.0	2	3	-3	2	-9	-5	-3
COc1ccc(C(=O)N2CCC3(CC2)OCCO3)cc1	-1.4	0.0	-3	3	-4	4	-8	-5	4
COc1ccc(O)c2c(=O)c3c(OC)cc4c(c3oc12)C1C=COC1O4 (configuration not stated)	1.8	0.1	3	4	0	0	-13	1	13
C=CCOC(=O)C1=C(C)OC(N)=C(C#N)C12C(=O)N(CN1CCOCC1)c1ccccc12 (configuration not stated)	-0.3	-0.1	4	5	-2	-2	-10	-3	-1
Cc1cc(OC(C)C(=O)NCC(O)c2ccccc2)c2c3c(c(=O)oc2c1)CCCC3 (configuration not stated)	0.6	0.0	-3	7	-2	0	1	0	-5
CCN(C(=O)COC(=O)c1cc(C)n(C2CC2)c1C)c1ccccc1	1.4	0.7	-1	.	.	.	-3	3	9
CCCCn1c(O)c(C(C)=Nc2ccc(OCC)cc2)c(=O)[nH]c1=O	3.0	0.0	1	-2	0	3	12	1	-1
COC(=O)C1=C(c2ccccc2)C[C@@H]2CC[C@H]1N2C(=O)NC1CC1	1.1	-0.1	2	-1	-3	-2	4	0	3
Cc1c2ccncc2c(C)c2c1[nH]c1ccccc12	-1.2	5.6*	8	-52	7	-23	-5	31*	28
N=C1c2ccccc2CN1NC(=O)c1ccccc1	0.6	-0.1	-4	1	-3	1	17	-5	-1

High-throughput results as filed in PubChem BioAssay.

Only part of the results is shown. The share of hits here may be higher or lower than overall.
